High-throughput results: PubChem, National Center for Advancing Translational Sciences (NCATS)
KCNH2 3.1 block = inhibitors of human KCNH2 3.1 potassium channel isoform | U2OS KCNH2 3.1, thallium flux FluxOr; active compounds read low | activity change, % (tested at about 1.8 µM) | 340,000 tested, 0.95% active;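 active = maximum activity change below -70%; inconclusive = maximum activity change from -70% to -50%; inactive = maximum activity change above -50%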;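 note: thallium influx rate constant from kinetic fluorescence after stimulation buffer; % is set by controls: 0 for no effect and ±100 for the full control effect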
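U2OS cells transduced with KCNH2 3.1 mutant virus (1.77 x 10^8 /mL, 4 h), plated overnight at 37 C, loaded 45 min with FluxOr dye plus Red40 quencher. Thallium flux rate constant from kinetic reads after stimulation buffer, normalised to controls.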
A-T KAP1 phos = candidate therapy for ataxia-telangiectasia; […] A-T fibroblasts, KAP-1 phosphorylation AlphaLISA; neocarzinostatin DNA damage 30 min before lysis; 320,000 tested, 0.19% active; Potency, µM (highest dose often 57.5 µM), for inactives: at the highest dose activation, hits mostly activators; AID 485349; note: potency is the fitted concentration of half-maximal effect; % of control where 0% means no effect; nearly all actives have a fitted effect of over 45% in size
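ATM-like activity read as KAP-1 phosphorylation via AlphaLISA donor/acceptor antibody pairs after lysis and 6 hr at 25C. Cells were ATM-null patient fibroblasts ([…], hTERT), dosed 60 min, then exposed to the DSB inducer NCS for 30 min.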
TRPV1 agonist = activates the human vanilloid receptor TRPV1. Q8NER1. TRPV1-expressing cells, Fluo-8 calcium influx, agonist mode. activation, % at 8.33 µM. 320,000 tested, 0.19% active; in the data active = activation above about 80%; inconclusive = between about 30% and that limit; note: 0% is about no effect
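Cells expressing TRPV1 were dye-loaded with Fluo-8 and read kinetically: 10 s baseline, 3 min after compound (agonist portion), then 2 min after EC20 capsaicin (allosteric enhancer portion). Calcium-bound dye fluorescence at 480/520 nm.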
Eya2 phos inh = Eya2 (human) phosphatase inhibition. Potency, µM (doses to about 76.9 µM), inactives show at the top dose activity, negative = inhibition, actives largely listed as inhibitors. O00167. AID 488837. 330,000 tested, 0.006% active. recombinant Eya2, OMFP fluorescence dephosphorylation (OMFP is methylfluorescein phosphate); note: potency is the fitted concentration of half-maximal effect; % is set by controls: 0 for no effect and ±100 for the full control effect
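Eya2 protein (added as 0.2 uM solution) was preincubated with compound for 10 min at ambient temperature in 50 mM HEPES pH 7.5, 50 mM NaCl, 5 uM MgCl2, 0.05% BSA, 1 mM DTT. OMFP (added at 50 uM) then reacted 10 min; fluorescence read at 485/525 nm.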
USP2a inh = USP2a (human) protease inhibition; Potency, µM (doses to about 38.3 µM), without a hit: at the highest dose activity change, negative = inhibition, most hits filed as inhibitors; 330,000 tested, 0.01% active; USP2 core, Ub-CHOP2 coupled fluorogenic reporter, 485/531; AID 463254;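 note: potency is the fitted concentration of half-maximal effect; plate controls were DMSO wells for no effect and full inhibition by NEM control for full effect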
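Deubiquitinase activity read as fluorescence (485/531 nm) after Ub-CHOP2 cleavage activates the enterokinase reporter on its substrate; USP2 core 10nM, Ub-CHOP2 and substrate 25nM each, 30min compound preincubation then 60min RT; data normalized to NEM, curves fitted.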
TSHR antagonist = blocks TSH signaling through the human TSH receptor. TSHR-expressing cells, TSH-stimulated cAMP HTRF, 2 h; active compounds read low. 330,000 tested, 0.2% active. activity change, negative = inhibition, % at 11.5 µM;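 active = activity change below a set negative limit, meaning inhibition stronger than a set level, cut at about -70% in these data; inconclusive = activity change between two set negative limits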; note: % is set by controls: 0 for no effect and ±100 for the full control effect
Target sequence (P16473 whole entry, looked up): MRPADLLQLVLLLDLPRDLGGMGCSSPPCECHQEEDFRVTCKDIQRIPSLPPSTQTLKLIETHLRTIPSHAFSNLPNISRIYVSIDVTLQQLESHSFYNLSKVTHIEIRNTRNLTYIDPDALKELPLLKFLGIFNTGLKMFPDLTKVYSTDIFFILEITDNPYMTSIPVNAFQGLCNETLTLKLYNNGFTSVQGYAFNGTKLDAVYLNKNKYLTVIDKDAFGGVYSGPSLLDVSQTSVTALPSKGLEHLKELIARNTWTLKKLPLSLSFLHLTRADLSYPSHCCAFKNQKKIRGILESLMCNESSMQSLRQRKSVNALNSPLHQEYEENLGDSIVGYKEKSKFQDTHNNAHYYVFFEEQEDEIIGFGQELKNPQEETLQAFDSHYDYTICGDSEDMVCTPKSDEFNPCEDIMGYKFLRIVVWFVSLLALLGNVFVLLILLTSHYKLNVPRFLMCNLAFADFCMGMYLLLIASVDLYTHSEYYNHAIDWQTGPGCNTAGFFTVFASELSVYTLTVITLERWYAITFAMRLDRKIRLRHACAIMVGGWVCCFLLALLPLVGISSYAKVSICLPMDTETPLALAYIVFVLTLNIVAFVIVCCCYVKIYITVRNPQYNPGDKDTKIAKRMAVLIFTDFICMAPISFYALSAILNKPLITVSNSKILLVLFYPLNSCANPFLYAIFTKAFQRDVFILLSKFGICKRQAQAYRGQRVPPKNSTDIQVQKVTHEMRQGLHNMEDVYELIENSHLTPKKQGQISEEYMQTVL
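Cell-based HTRF cAMP assay; TSHR cells + compound, TSH EC80 (4nM final), 2 h, 37 deg C. Lysis with anti-cAMP cryptate and cAMP-d2, 30 min RT, read 665/620 nm.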
TCR activator = T cell receptor activation. primary human leukocytes, anti-CD3, IL-2 HTRF, 48 h. 330,000 tested, under 10 active. Potency, µM (doses to about 9.22 µM), for inactives: top-dose activation of IL-2 secretion, actives largely listed as activators. AID 504894; note: % of control where 0% means no effect
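TCR engagement came from a-CD3 beads alone, with compounds added to primary human leukocytes for 48 hr. Secreted IL-2 bridged europium cryptate- and d2-labelled anti-IL-2 antibodies, giving FRET emission at 665nm after 320nm excitation.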
hERG WT inh = inhibitors of human wildtype KCNH2 potassium channel. Q12809. U2OS, BacMam KCNH2, thallium flux FluxOr; active compounds read low. activity change, % at 1.84 µM. 340,000 tested, 0.37% active. AID 720551;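 active = maximum activity change below -70%; inconclusive = maximum activity change between -70% and -50%; inactive = maximum activity change above -50%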; note: % is set by controls: 0 for no effect and ±100 for the full control effect
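U2OS cells transduced with wild-type KCNH2 virus are loaded with FluxOr dye for 45 min, and thallium flux is measured in kinetic reads before and after stimulation buffer. Rate constants are normalized to DMSO controls.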
Mito fusion yeast = inhibitors of mitochondrial division or activators of mitochondrial fusion; S. cerevisiae fusion-defective mutant growth rescue, CellTiterGlo 48 h; Potency, µM (titrated, usually from 46.1 µM), inactives show at the highest dose growth rescue (activation), hits mostly activators; 320,000 tested, 0.23% active; AID 485298;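 note: potency is the fitted concentration of half-maximal effect; % of control where 0% means no effect; nearly all actives have a fitted effect of over 45% in size; temperature-sensitive fusion mutants such as fzo1-1 at 37 °C on non-fermentable ethanol glycerol medium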
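Yeast fusion mutant, YPEG (non-fermentable carbon), compound, 48 h at 37C non-permissive; CellTiterGlo added, 10 min RT, luminescence read. Rescued growth = division inhibition.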
ELG1 repair inh = blocks ELG1-dependent DNA repair in HEK293T cells; HEK293T ELG1-luciferase reporter, luminescence, 16 h; DNA damage induced by 5-fluorouridine; Potency, µM (top dose mostly 46.1 µM), for inactives: top-dose activity change, negative = inhibition, actives largely listed as inhibitors; 330,000 tested, 2.3% active; AID 504467; note: potency is the fitted concentration of half-maximal effect; % is set by controls: 0 for no effect and ±100 for the full control effect; nearly all actives have a fitted effect of over 55% in size
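HEK293T cells expressing luciferase-tagged ELG1 (2,000/well) received 5-Fluorouridine plus compound or DMSO for 16 hr at 37 °C. Luciferase was read by ONE-Glo luminescence after 30 min at room temperature.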
Active calls of the source: *; ? = inconclusive; · = not tested or not shown; [ ] = remark or other dose. Unless noted, calls come from the whole dose curve; as a rule, active = well fitted curve in the direction sought with a large enough effect; inconclusive = small, poorly fitted or top-dose-only effect, or another doubt; inactive = no such curve, though single readings can be large; an effect the other way counts as inactive or inconclusive.

entry	mol	KCNH2 3.1 block	A-T KAP1 phos	TRPV1 agonist	Eya2 phos inh	USP2a inh	TSHR antagonist	TCR activator	hERG WT inh	Mito fusion yeast	ELG1 repair inh
1	CCc1ccc(C(=O)COC(=O)c2cnc(C)cn2)cc1	-6	10%	-3	1%	2%	21	2%	-3	4%	14%
2	CSc1ccc(/C=C/C(=O)c2ccc(NC(=O)Cc3ccccc3)cc2)cc1	-6	0%	10	3%	1%	-20	0%	-14	9%	5%
3	CCCOc1cccc(-c2nnc(NC(=O)c3ccco3)s2)c1	-6	-2%	6	-2%	2%	4	-1%	15	4%	17%
4	CN(C(=O)c1ccc(=O)n(Cc2ccc(Cl)cc2)c1)c1ccccc1	4	16%	-1	3%	-1%	15	·	-11	-4%	-6%
5	O=C(Nc1ccccc1C(F)(F)F)C1CC(=O)N(c2ccccc2F)C1 (centres undefined)	-27	24%	1	-6%	1%	-4	4%	-29	0%	12%
6	Cc1ccc(OCCSc2ncccn2)c(C)c1	16	7%	23	-21%	-5%	-43	2%	0	?	?
7	CC1CCCC(NC(=O)COC(=O)c2ccc([N+](=O)[O-])o2)C1C (centres undefined)	-1	-18%	·	2%	0%	-2	-8%	-5	·	5%
8	COc1ccc(C(=O)N/C(=C\c2cc(OC)c(OC)cc2[N+](=O)[O-])C(=O)NCC(=O)O)cc1	-3	-1%	1	0%	5%	-5	4%	0	0%	3%
9	CCn1c(SCC(=O)Nc2cccc(C(C)=O)c2)nnc1C(C)C	9	-4%	7	-2%	-1%	8	-13%	6	-3%	-16%
10	COc1ccc(OCC(=O)Nc2sc3c(c2C(=O)NCC2CCCO2)CCC3)cc1 (centres undefined)	4	12%	·	-10%	0%	6	·	-3	2%	16µM*
11	Cc1cc(C)cc(OCC(=O)NNC(=O)c2cc3ccccc3oc2=O)c1	-10	14%	-3	6%	3%	6	-6%	-1	-2%	23%
12	O=C(CSc1nnc(-c2cccs2)n1-c1ccccc1)c1ccc2c(c1)OCCO2	·	7%	9	29%	1%	-7	-4%	2	1%	-7%
13	O=C(O)c1ccc2cccnc2c1O	10	4%	-1	12%	-1%	9	0%	-7	2%	-5%
14	COc1cccc(N2CCN(C(=O)CNC(=O)c3sc4ccccc4c3Cl)CC2)c1	10	3%	2	-4%	-1%	-12	-3%	1	4%	-6%
15	O=C(Nc1nc2ccccc2s1)c1ccc(F)cc1	11	9%	?	5%	2%	-14	-3%	-2	-8%	?
16	Cc1cccc(CS(=O)(=O)c2ncc(Cl)c(C(=O)Nc3c(C)cccc3C)n2)c1	-18	-3%	3	3%	2%	?	-3%	1	-68%[inhibitor]	-12%
17	CCN(CC(=O)Nc1ccc([N+](=O)[O-])cc1OC)CC(=O)NC(C)(C)C	-1	3%	3	5%	1%	12	-42%[inhibitor][46.1 µM]	15	3%	3%
18	O=C(CSc1cn(CCNC(=O)c2ccccc2)c2ccccc12)NCC1CCCO1 (centres undefined)	9	2%	7	0%	0%	-1	3%	-6	-2%	-23%
19	CCOc1ccc(CCNC(=O)C2CC(=O)N(Cc3ccc(C)cc3)C2)cc1OCC (centres undefined)	-2	-23%	6	-21%	-7%	14	-3%	-2	-3%	5%
20	CCOc1ccc(-n2c(-c3ccc(Cl)cc3)c[n+]3c2SCC3)cc1	-3	-5%	-2	-13%	10%	5	0%	6	25%	?
21	COc1ccc(-c2nnc(SCC(=O)NCc3cccs3)n2C)cc1	-2	1%	-1	-13%	2%	-1	-2%[46.1 µM]	2	-1%	-6%
22	CCCCNC(=O)c1ccc2c(c1)ncn2C1CCCC1	-1	4%	1	10%	2%	5	-6%	14	2%	?
23	O=C(NC1=NCCS1)c1ccncc1	26	2%	-1	2%	4%	-12	0%	-1	-4%	-2%
24	Cc1c(-n2c(SCC(=O)NC(C)C)nc3ccccc3c2=O)c(=O)n(-c2ccccc2)n1C	30	0%	-1	11%	0%	-1	1%	-16	2%	-3%
25	O=C(CN1CCN(Cc2ccccc2)CC1)NCc1ccccc1Cl	7	-1%	3	-1%	2%	5	5%	47	17%	-1%
26	CCOc1ccc2nc(SC3CC(=O)N(c4cccc(OC)c4)C3=O)sc2c1 (centres undefined)	16	-1%	18	2%	-4%	-30	1%[46.1 µM]	13	-17%	?
27	C=CCN1C(=O)CS/C1=C(\C#N)S(=O)(=O)c1ccc(C)cc1	3	4%	2	-1%	-1%	1	-1%	-5	-1%	-3%
28	COc1cc(NC(=O)Cn2nnc(-c3ccncc3)n2)cc(OC)c1	-4	-10%	-1	3%	4%	-10	3%	-6	-7%	-20%
29	COC(=O)c1cc(CNC(=O)CC(C)c2ccccc2)ccc1OC (centres undefined)	5	-2%	29	-13%	1%	-6	8%	1	-2%	-3%
30	CCCCCOc1ccc(Br)cc1CSC(=N)N	-26	0%	1	-1%	5%	-3	2%[46.1 µM]	6	-1%	?
31	CN(CCc1cn[nH]c1)Cc1nc(Cc2ccccc2)no1	0	-4%	14	-1%	1%	-4	5%	1	-4%	?
32	Cc1cccc(NC(=O)NCc2ccc3c(c2)cc(C)n3C)c1	-7	31%	-4	18%	?	27	1%	21	0%	-7%
33	COc1cc(C(=O)Nc2sc3c(c2C(=O)O)CCC3)cc(OC)c1OC	-4	1%	-2	-1%	1%	-15	3%	-1	25%	-3%
34	O=C(Cn1cnc2cc([N+](=O)[O-])ccc2c1=O)Nc1ccc(Br)cc1	16	0%	-1	-9%	1%	-3	1%	-2	-3%	?
35	O=c1c(C=Nc2cccc(C(F)(F)F)c2)c[nH]n1-c1cccc(Cl)n1	4	-11%	-2	4%	0%	-3	4%	-6	-2%	13%
36	C#CCOCCOCCOCCNc1nc(N2CCN(C(=O)[C@H](Cc3ccc(O)cc3)n3cc([C@@H](N)C(C)CC)nn3)CC2)nc(N2CCN(C(=O)[C@H](Cc3cc4ccccc4[nH]3)n3cc([C@@H](N)CC(C)C)nn3)CC2)n1 (some centres undefined)	-9	8%	4	15%	1%	10	-3%	-9	-1%	1%
37	O=C(Nc1cccc([N+](=O)[O-])c1)c1cccc(C(=O)Nc2cccc([N+](=O)[O-])c2)c1	?	-7%	3	-6%	11%	19	4%	12	-1%	?
38	C[n+]1ccccc1C1CCCC/C1=N\NC(N)=S (centres undefined)	6	2%	2	13%	6%	-3	-4%	-4	1%	-11%
39	CC1CCN(c2ccc(NC(=S)NC(=O)c3ccc(-c4cccc([N+](=O)[O-])c4)o3)cc2)CC1	9	-2%	-2	8%	0%	3	-4%	26	-8%	?
40	CCOC(=O)c1c(-c2ccccc2)csc1/N=C/C1C(=O)CCCC1=O	-23	7%	6	-5%	1%	-13	0%[46.1 µM]	-23	10%	-13%
41	O=C(CCC(=O)Nc1nnc(C2CCCCC2)s1)Nc1ccc(F)cc1	-2	9%	-1	-1%	0%	15	-6%	·	10%	5%
42	Cc1ccsc1C(=O)Nc1ccccc1N1CCCC1	-3	0%	1	9%	0%	1	-4%	1	20%	13%
43	C=CCOc1cccc(NC(=O)c2ccccc2SC)c1	-8	-1%	0	-1%	0%	-9	10%	-3	1%	8%
44	CCOC(=O)c1cc(-c2ccc(/C=N\n3cnnc3)o2)ccc1Cl	5	-2%	1	-5%	-1%	-3	-1%	5	4%	?
45	Cc1cc(=O)cc(C)n1-c1ccc(Br)cc1	-1	-5%	0	10%	-2%	-3	-3%	3	2%	1%
46	Cc1nnc(NC(=O)c2ccc3c(c2)C(=O)N(CC2CCCO2)C3=O)s1 (centres undefined)	1	-9%	-3	-17%	2%	-8	3%	27	-2%	?
47	COc1ccc(NC(=O)CCC(=O)N/N=C/c2ccc([N+](=O)[O-])s2)cc1	?	-1%	-2	-13%	7%	-10	-1%[46.1 µM]	-4	-7%	?
48	CC(C)[C@H](NC(N)=O)C(=O)Nc1ccc(OCc2ccccc2)cc1	-2	-15%	0	-16%	2%	4	5%	-36	5%	8%
49	CC1(C)CC2(CCO1)C(Nc1ccccc1)=NC(=S)N2c1ccccc1 (centres undefined)	2	1%	·	17%	3%	-9	7%	9	1%	-17%
50	Cc1ccc(CNc2nc(N)c([N+](=O)[O-])c(Nc3ccc(F)cc3)n2)cc1	14	-6%	0	0%	0%	-8	-1%	-10	2%	-6%
51	CN1CCN(CP(=O)(N2CCOCC2)N2CCOCC2)CC1	-5	-4%	0	-13%	-1%	-10	2%	-9	5%	2%
52	Cc1ccc(S(=O)(=O)N(C)Cc2cc3ccccc3[nH]c2=O)cc1	-5	-7%	·	-12%	0%	6	-2%	9	9%	-22%
53	CCC(Oc1ccccc1)C(=O)Nc1ccccn1 (centres undefined)	-4	-20%	-1	-2%	0%	7	-3%	6	?	?
54	Cc1nc2ccccn2c1C(=O)NNC(=S)Nc1ccc(Cl)cc1	22	9%	0	7%	0%	0	-2%[46.1 µM]	-17	?	-14%

These rows are one share of the data; count on the stated rates, not on these rows.
